Source: PubChem (National Center for Advancing Translational Sciences (NCATS))
HCV inh: inhibitors of hepatitis C virus infection | Potency, µM (doses to about 41.8 µM), for the others: at the top dose activity change, negative = inhibition, usual class: inhibitors | 340,000 compounds, 3.4% hits | Huh7.5.1 HCVcc-Cre infection, luciferase reporter, 44 h
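A cell-based infection assay in which seeded cells (1,000 per well) receive test compound after 4 h, are inoculated with HCVcc-Cre at approximately 0.5 moi, and are incubated 44 h before luminescence detection.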
Pf growth 96h: inhibits malaria parasite growth, 96 h; P. falciparum luciferase reporter growth, 96 h; Potency, µM (highest dose often 28.7 µM), without a hit: at the highest dose activity change, negative = inhibition, actives largely listed as inhibitors; 320,000 compounds, 6.9% hits; AID 504834
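Luminescence readout: decreased luciferase signal marks inhibited growth of reporter-expressing P. falciparum in infected red cells (2% hematocrit, 0.05% parasitemia final), exposed to compound two generations (96 h, 37 C, 5% CO2).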
LmPK inh: blocks Leishmania mexicana pyruvate kinase activity; purified LmPK, Kinase-Glo ATP luminescence, 1 h; AID 1721; 290,000 compounds, 0.37% hits; Q27686; Potency, µM (series often up to 57.5 µM), for inactives: top-dose activity change, negative = inhibition, most hits filed as inhibitors
Target sequence (Q27686 whole entry, looked up): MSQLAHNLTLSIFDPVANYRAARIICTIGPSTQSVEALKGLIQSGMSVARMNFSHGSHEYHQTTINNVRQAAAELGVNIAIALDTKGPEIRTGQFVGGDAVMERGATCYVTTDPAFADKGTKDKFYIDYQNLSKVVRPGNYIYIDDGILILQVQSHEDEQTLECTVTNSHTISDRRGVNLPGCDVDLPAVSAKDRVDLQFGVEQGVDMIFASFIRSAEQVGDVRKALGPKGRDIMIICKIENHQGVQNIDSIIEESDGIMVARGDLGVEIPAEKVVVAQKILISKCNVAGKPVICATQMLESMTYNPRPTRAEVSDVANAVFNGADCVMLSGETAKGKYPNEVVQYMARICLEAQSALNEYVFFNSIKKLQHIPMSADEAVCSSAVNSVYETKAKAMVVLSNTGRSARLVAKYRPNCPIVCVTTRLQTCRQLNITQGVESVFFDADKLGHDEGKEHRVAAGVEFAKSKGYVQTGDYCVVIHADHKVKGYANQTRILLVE
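ATP generated from ADP (0.1 mM) and PEP (0.5 mM) by 0.1 nM LmPK over 1 h at room temperature (pH 7.2 imidazole buffer) was detected by coupled luciferase luminescence. Values were normalized to uninhibited and no-enzyme wells.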
TbPYK inhibitor: T. brucei pyruvate kinase inhibition. Q57TT1. TbPYK enzyme, Kinase-Glo Plus ATP luminescence, 45 min. Potency, µM (highest dose often 76.8 µM), for inactives: top-dose activity, negative = inhibition, usual class: inhibitors. 410,000 compounds, 0.12% hits; note: nearly all actives have a fitted effect of over 50% in size
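Assay buffer: 50 mM TEA pH 7.2, 100 mM KCl, 10 mM MgCl2, 0.05% BSA, 0.01% Tween-20. Pyruvate kinase from T. brucei plus substrate met compound, then ADP (130 uM final). Luminescence was read post 45 min RT.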
Pf growth 48h: P. falciparum growth inhibition at 48 hours (one generation); P. falciparum luciferase growth in erythrocytes, 48 h; Potency, µM (highest dose often 28.7 µM), without a hit: top-dose activity change, negative = inhibition, hits mostly inhibitors; 310,000 compounds, 5.9% hits
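Here the parasites carry a stable luciferase gene and grow inside erythrocytes in Albumax-based RPMI medium with compound for one erythrocytic cycle. Activity is scored as loss of luminescent signal.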
Sm TGR block: S. mansoni TGR enzyme inhibition; Q962Y6; purified TGR, DTNB reduction, TNB absorbance 405 nm; Potency, µM (series often up to 114 µM), for the others: at the top dose activity change, negative = inhibition, hits mostly inhibitors; 360,000 compounds, 3% hits; note: nearly all actives have a fitted effect of over 60% in size
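Kinetic colorimetric format: TGR-catalysed, NADPH-driven DTNB reduction monitored via TNB absorbance. Enzyme dispensed at 20 nM; compound exposure 15 min at room temperature before reaction start.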
Numbers without * were called inactive; u = inconclusive; x = not tested or not shown; & = joins results of further samples; [ ] = another dose, or the depositor's remark. Calls come from the whole dose curve; as a rule, active = well fitted curve in the direction sought with a large enough effect; inconclusive = small, poorly fitted or top-dose-only effect, or another doubt; inactive = no such curve, though single readings can be large; an effect the other way counts as inactive or inconclusive. % is set by controls: 0 for no effect and ±100 for the full control effect; potency is the fitted concentration of half-maximal effect. No enrichment for hits, and some 16% of all compounds hit somewhere here.

Second line of a record: Pf growth 96h | HCV inh | Sm TGR block | TbPYK inhibitor | LmPK inh | Pf growth 48h
1) O=C(C1CCCN(Cc2cc(Br)ccc2O)C1)N1CCCCC1 (configuration not stated)
→ u | -17.3% | -2.4% | 36.2%[activator] | 0.1% | 8.28µM*
2) O=c1c2c(nc3cc(-c4ccc(Br)cc4)[nH]n13)CCCC2
→ u | u | 16.0% | -2.6% | 8.7% | 110.5%[activator]
3) CCOC(=O)c1ccc(NC(=O)c2nc[nH]c2C(=O)NCC(=O)OC(C)(C)C)cc1
→ u | -7.0% | -1.0% | -4.0% | 11.6% | u
4) CCOC(=O)C(CC)Sc1nc2c(cnn2-c2ccccc2)c(=O)[nH]1 (configuration not stated)
→ u | -22.9% | -26.6% | -0.2% | 14.4% | x
5) Nc1cc(-c2ccccc2)nn1Cc1ccc(Cl)cc1
→ 206.4%[activator] | u | 7.3% | -8.7% | 4.4% | u
6) CCCc1cc(=O)[nH]c(SCC(=O)N2CCOCC2)n1
→ u | 2.1% | -5.4% | 2.4% | 2.4% | 16.2%
7) Cc1ccc(Cn2nnnc2CN2CCC(NC(=O)c3ccc(Br)cc3)CC2)cc1
→ u | -10.4% | -25.9% | -12.8% | 5.6% | 3.7µM*
8) O=C(CNC(=O)c1ccccc1F)Nc1ccncc1
→ 21.3% | -3.3% | 3.7% | -3.3% | x | -15.3%
9) CC(C)(C)C(=O)NC1=NN(c2c(Cl)cc(Cl)cc2Cl)C(=O)C1
→ 0.0% | 4.8% | 20.6% | 6.0% | -2.8% | 9.2%
10) CCCCNC(=O)OCCSCCS(=O)(=O)c1ccc(Cl)cc1
→ 45.1%[activator] | 0.0% | 11.7% | 0.3% | 0.8% | 34.8%[activator]
11) CCC(CC)c1nnc(NC(=O)c2c(C)nn(Cc3ccccc3Cl)c2C)s1
→ u | -11.5% | 19.0% | -3.1% | 5.7% | u
12) CCn1c(SCC(=O)NCc2ccco2)nnc1-c1c[nH]c2ccccc12
→ x | u | 31.0% | -7.2% | -4.7% | -13.8%
13) Cc1cc(Cl)ccc1NC(=O)COC(=O)c1c(C)noc1C
→ -11.2% | -26.1% | -4.7% | 0.1% | x | -9.3%
14) Nc1ncc([N+](=O)[O-])c(Oc2ccccc2F)n1
→ u | 5.8% | u | 4.9% | 0.5% | -4.8%
15) CS(=O)(=O)N1CCC(C(=O)N2CCN(c3ccccc3F)CC2)CC1
→ 24.6% | -3.0% | -5.8% | -3.0% | 5.5% | -0.2%
16) Brc1cccc(-c2nnc3sc(CNC4CCCC4)cn23)c1
→ 28.2% | -5.7% | -19.0% | -0.9% | 4.5% | x
17) CN(C(=O)C1CCN(S(=O)(=O)c2ccccc2)CC1)c1c(N)n(Cc2ccccc2)c(=O)[nH]c1=O
→ 2.9% | -2.7% | 2.1% | -8.6% | x | 20.7%
18) CNc1nnc(SCC(=O)c2c(N)n(C3CC3)c(=O)[nH]c2=O)s1
→ 0.4% | 8.2% | -11.7% | -1.0% | x | 1.2%
19) COCCN1CCn2c(nc3cc([N+](=O)[O-])ccc32)C1
→ 5.4% | 6.4% | 39.8µM* | 0.8% | 0.8% | 76.2%[activator]
20) COc1ccc(-n2nc3ccc(NS(C)(=O)=O)cc3n2)cc1Cl
→ 25.9% | u | -5.9% | 6.4% | -5.4% | 54.6%[activator]
21) COCCN(C(=O)Cc1cccs1)C(C(=O)NCc1ccc(OC)cc1)c1ccc(C)cc1 (configuration not stated)
→ 5.86µM* | u | -2.1% | 0.0% | 2.6% | 8.28µM*
22) CCOC(=O)C1CCN(CC(=O)Nc2c(C(=O)OC)n(C)c3cccc(C)c23)CC1
→ x | -6.4% | 1.0%[11.4 µM] | -3.8% | 10.1% | x
23) CN(c1ccccc1)S(=O)(=O)c1cc(C(=O)NCCCn2ccnc2)ccc1Cl
→ -28.7% | u | -8.9% | 0.0% | x | u
24) CN(C(=O)COC(=O)c1ccccc1Cc1ccccc1)c1c(N)n(Cc2ccccc2)c(=O)[nH]c1=O
→ -0.2% | u | -5.5% | -5.6% | x | 1.8%
25) COc1ccccc1C(=O)NCCC(=O)N1CCCCCCC1
→ 6.3% | 28.3% | -4.9% | 3.8% | x | u
26) CC(C)CNC(=O)C1CCN(S(=O)(=O)c2ccc3c(c2)OCCO3)CC1
→ -25.2% | 30.8%[activator] | -0.9% | 1.9% | x | -26.1%
27) Cn1c(C(=O)N2CCN(c3ccccc3)CC2)cc2cc(Cl)ccc21
→ u | 10.6% | -3.8% | -0.8% | -1.3% | -3.5%
28) O=C(NCc1ccc(F)cc1)C1CCCN(C(=O)NCc2ccccc2)C1 (configuration not stated)
→ u | -8.1% | 0.4% | 2.4% | -1.4% | 4.7%
29) COc1ccc(-c2cc(=O)c3cc(OC)ccc3o2)cc1
→ 437.5%[activator] | 3.1% | 11.2% | 1.3% | -17.5% | 291.3%[activator]
30) Cc1cc(C)n2nc(-c3sccc3-n3cccc3)cc2n1
→ 36.3%[activator] | -18.6% | 3.9% | -2.9% | 2.9% | 30.5%[activator]
31) O=C(COc1ccccc1[N+](=O)[O-])N1CCN(c2ccccn2)CC1
→ -2.9% | -12.5% | -0.3% | -2.9% | x | -22.9%
32) Cc1ccc(-c2noc(CNC(=O)c3ccc4c(c3)OCO4)n2)cc1
→ -6.2% | 17.9% | 0.6% | -2.7% | -0.8% | 33.9%[activator]
33) CCOC(=O)CSc1nc2ccccc2n1CC(=O)N(C(C)C)C(C)C
→ u | -14.7% | 5.2% | -7.1% | -2.5% | 4.3%
34) CC1(C)NC(=O)N(CC(=O)OCC(=O)NC(=O)c2ccccc2)C1=O
→ 0.6% | 1.5% | -5.5% | 5.8% | x | 2.8%
35) CS(=O)(=O)N1CC2CCCN2c2ccc(C(F)(F)F)cc21 (configuration not stated)
→ -13.0%[5.75 µM] | -21.6% | -10.3% | 0.4% | -0.5% | -12.4%
36) O=C(CN1C(=O)S/C(=C/c2ccncc2)C1=O)Nc1ccccc1
→ u | 4.1% | -0.2% | 0.4% | -0.7% | -3.6%
37) CNC(=O)Cn1ncc2c(C)n(Cc3ccc(C)cc3)c(C)c2c1=O
→ 32.8%[activator] | 6.8% | -0.3% | -7.2% | 2.5% | -16.1%
38) O=C(CSCc1ccccc1)N1CCN(c2ccccc2)CC1
→ u | -2.0% | -9.0% | -1.4% | 0.1% | 71.7%[activator]
39) CC(C)c1ccc(OCC(=O)NC(Cc2c[nH]c3ccccc23)C(=O)O)cc1 (configuration not stated)
→ 4.7% | -6.2% | -11.9%&-6.8% | 0.7%&-2.6% | 3.8% | 52.8%[activator]
40) CCC(CC)c1nnc(NC(=O)CN2C(=O)C3C4C=CC(C4)C3C2=O)s1 (configuration not stated)
→ u | -10.0% | 2.4% | -2.4% | -10.6% | x
41) COc1cc(OC)c(NC(=S)NCc2ccc(F)cc2)cc1Cl
→ 34.7%[activator] | u | -4.5% | -5.0% | -0.9% | -12.7%
42) CCOc1ccc(CC(=O)NNC(=S)NC)cc1Br
→ -1.7% | 9.9% | 3.9% | -19.7% | 1.1% | 19.8%
43) O=C(CCC(=O)c1cccs1)NC(c1ccccc1)c1ccccc1
→ 99.7%[activator] | 20.7% | -28.4% | 1.1% | 4.9% | -16.4%
44) COc1cc(C=O)ccc1OCCSc1ccc(Cl)cc1
→ 32.8%[activator] | 7.0% | 2.0% | 0.5% | 1.3% | 50.1%[activator]
45) Cn1c(=O)n(Cc2ccccc2)c(=O)c2c1nc1n2CCCN1Cc1ccccc1
→ u | 16.5% | 12.9% | 3.0% | -4.5% | u
46) COc1cccc(CNc2ccc(S(N)(=O)=O)cc2)c1OCc1ccccc1F
→ 9.6% | u | 1.4% | 0.8% | 2.7% | 1.5%
47) CCOC(=O)N1CCN(C(=O)CSc2ccc3nnc(-c4ccccn4)n3n2)CC1
→ 8.7% | 20.5% | -1.3% | -1.7% | 6.5% | -13.2%
48) O=C(CSc1ncccn1)Nc1ccccc1
→ u | 14.7% | 7.0% | -13.0% | -11.7% | 24.9%
49) O=C1C2C3CCC(C3NCc3ccccc3)C2C(=O)N1Cc1ccccc1 (configuration not stated)
→ u | -14.0% | 7.0% | 3.9% | -5.2% | u
50) CCCCn1ccnc1C(=O)c1ccc(S(=O)(=O)N(CCOC)CCOC)cc1
→ u | -9.4% | 1.4% | -12.1% | 3.3% | -11.3%

The results go on.
Second line of a record: Pf growth 96h | HCV inh | Sm TGR block | TbPYK inhibitor | LmPK inh | Pf growth 48h
51) CC(=O)Nc1ccc(S(=O)(=O)N=S(C)C)cc1
→ 38.6%&18.3%[activator] | 7.3% | 3.1%&12.1% | -6.2% | -7.4%&-2.3% | 1.3%&29.8%
52) Cc1ccccc1OCC(=O)N/N=C/c1cn(C)c2ccccc12
→ 8.8% | -28.5% | -3.0% | -4.2% | 0.5% | -11.9%
53) Cn1cc(-c2ccccc2)cc(C#N)c1=O
→ 23.0% | 12.7% | 4.9% | -4.7% | -8.3% | 438.5%[activator]
54) CCN(CC)CCCNC(=O)CSc1nc(-c2cccs2)cc(C(F)(F)F)n1
→ u | u | 6.8% | 3.4% | 14.8% | -8.3%
55) COc1ccccc1NC(=O)Nc1sccc1-c1nc2ccccc2s1
→ u | u | -20.4% | -23.9% | 0.5% | u
56) N#CC1=C(SCC(=O)Nc2cccc3cccnc23)NC(=O)C(C#N)C12CCCCC2 (configuration not stated)
→ x | -2.7% | -18.7% | 2.2% | -9.6% | 3.4%
57) CCCC(=O)NC(c1ccc(OC)c(OC)c1)c1c(O)ccc2ccccc12 (configuration not stated)
→ u | x | -4.9% | -3.5% | 0.8% | u
58) CC(=O)Nc1ccc(SC(C)C(=O)NC2CCCC2)cc1 (configuration not stated)
→ 4.0% | 0.3% | -13.7% | -2.2% | -1.0% | 12.9%
59) Cc1ccc(S(=O)(=O)N(Cc2ccc(Cl)cc2)c2ccccc2C(=O)NCc2cccnc2)cc1
→ u | u | -11.1% | 6.4% | 4.4% | 13.1µM*
60) O=C(NCN1CCN(c2ccccc2F)CC1)c1ccccc1
→ 16.0% | -0.8% | 0.1% | x | -1.0% | -2.3%
61) Cc1cccc(NC(=O)CSc2nc3ccccc3nc2N2CCCCC2)c1
→ u | 1.1% | -18.1% | 1.3% | -0.1% | 13.1µM*
62) CC(NC(=O)CN(c1cccc(C(F)(F)F)c1)S(=O)(=O)c1ccc(Cl)c([N+](=O)[O-])c1)c1ccccc1 (configuration not stated)
→ u | u | -20.0% | 0.7% | -1.3% | 0.0%
63) Cc1ccc(-n2c(=S)[nH]c3[nH]ncc3c2=O)cc1
→ 13.2% | -0.4% | -1.7% | u | -7.7% | 9.8%
64) CCOC(=O)c1c[nH]c2ccc3ccccc3c2c1=O
→ 4.65µM* | -7.4% | -8.0% | -0.9% | -6.5% | u

Structures listed so far with bromine, in the order listed:
Second line of a record: Pf growth 96h | HCV inh | Sm TGR block | TbPYK inhibitor | LmPK inh | Pf growth 48h
1) O=C(C1CCCN(Cc2cc(Br)ccc2O)C1)N1CCCCC1 (configuration not stated)
→ u | -17.3% | -2.4% | 36.2%[activator] | 0.1% | 8.28µM*
2) O=c1c2c(nc3cc(-c4ccc(Br)cc4)[nH]n13)CCCC2
→ u | u | 16.0% | -2.6% | 8.7% | 110.5%[activator]
7) Cc1ccc(Cn2nnnc2CN2CCC(NC(=O)c3ccc(Br)cc3)CC2)cc1
→ u | -10.4% | -25.9% | -12.8% | 5.6% | 3.7µM*
16) Brc1cccc(-c2nnc3sc(CNC4CCCC4)cn23)c1
→ 28.2% | -5.7% | -19.0% | -0.9% | 4.5% | x
42) CCOc1ccc(CC(=O)NNC(=S)NC)cc1Br
→ -1.7% | 9.9% | 3.9% | -19.7% | 1.1% | 19.8%
